# CatB inh: inhibitors of human cathepsin B. P07858. purified cathepsin B, fluorogenic substrate, fluorescence. inhibition, %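 (tested at 10 µM)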. hit rate 0.1% among 63,000. AID 453; in the data active means inhibition above about 21%;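 further: 0% = enzyme with no compound and 100% = no enzyme blank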
# ROCK2 blocker: blocks human Rho kinase 2 activity. O75116. hit rate 0.35% among 60,000. inhibition, % at 6 µM. purified ROCK2, Kinase-Glo ATP depletion luminescence. AID 604;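 active means inhibition above the screen-wide mean inhibition plus 3 SD, cut at about 18% in these data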;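 further: plate controls were DMSO wells for no effect and Y-27632 control wells after no-enzyme background subtraction for full effect; many of its hits are not listed in these tables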
# C1s inh: human complement C1s inhibition; hit rate 0.16% among 62,000; purified C1s, fluorogenic AMC substrate, pooled mixtures; mean inhibition % of two 10-compound mixtures (active compounds read high), % at 5 µM (by protocol);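 active means inhibition above 20% in each of the two 10-compound mixture wells holding the compound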;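 further: 0% = enzyme wells lacking compound mixture and 100% = no-enzyme blank wells; some compounds called inactive have numbers as strong as hits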
# CatG inh: cathepsin G (human) inhibition; inhibition, % at 5 µM (by protocol); P08311; AID 581; purified enzyme, AMC-tetrapeptide fluorescence, pooled mixtures; hit rate 0.2% among 62,000;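 active means inhibition above 20% in each of the two mixture wells holding the compound; inactive means inhibition of 20% or less in either well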;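 further: 0% = enzyme control without mixture and 100% = blank lacking enzyme; strong numbers were not always called active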
# Target sequence (P08311 21-244 limits assumed): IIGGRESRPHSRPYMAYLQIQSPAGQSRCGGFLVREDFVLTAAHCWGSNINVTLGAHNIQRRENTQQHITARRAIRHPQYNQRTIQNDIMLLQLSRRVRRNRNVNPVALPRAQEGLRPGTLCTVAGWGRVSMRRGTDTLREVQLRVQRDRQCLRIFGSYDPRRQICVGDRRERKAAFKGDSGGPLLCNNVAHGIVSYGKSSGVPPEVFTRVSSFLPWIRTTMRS
# CatL inh: blocks human cathepsin L protease activity | P07711 | purified cathepsin L, fluorogenic substrate, fluorescence | inhibition, %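 (tested at 10 µM)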 | hit rate 0.17% among 58,000; in the data active means inhibition above about 45%;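 further: 0% = enzyme with no compound and 100% = no enzyme blank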
# Target sequence (P07711 114-288 limits assumed): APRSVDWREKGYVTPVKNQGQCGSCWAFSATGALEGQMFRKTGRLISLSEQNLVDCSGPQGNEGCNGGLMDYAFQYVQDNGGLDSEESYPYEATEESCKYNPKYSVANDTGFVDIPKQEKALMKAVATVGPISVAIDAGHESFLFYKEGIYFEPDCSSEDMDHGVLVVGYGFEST
# Target sequence (P07711 292-333 limits assumed): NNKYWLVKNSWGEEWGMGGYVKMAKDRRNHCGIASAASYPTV
# HER2 expr 66K: lowers expression of human Her2 kinase | P04626 | SKBR-3 HER2 protein level, AlphaScreen, 18-24 h; active compounds read low | HER2 level % of control, % at 10 µM | hit rate 0.69% among 65,000 | AID 645;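 active means HER2 level under 5% of the carrier-only control; inconclusive means no clear call, values can overlap the other calls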;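 further: 100% = DMSO carrier and 0% = 500 nM PU-H71 HSP90 inhibitor; lower value means stronger loss of Her2 protein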
# CatB mix inh: human cathepsin B inhibition by mixtures. Purified cathepsin B, AMC dipeptide fluorescence, compound mixtures. inhibition, %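 (ten-compound pools at 5 µM per compound and 50 µM total)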. hit rate 0.06% among 62,000. AID 488; in the data active means inhibition above about 22%, passing the limit was not always enough; inconclusive means no clear call, values can overlap the other calls;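 further: 0% = enzyme without compound and 100% = no enzyme blank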
# PKA inh: blocks human protein kinase A activity. PKA Kemptide phosphorylation, Kinase-Glo ATP luminescence. hit rate 0.1% among 65,000. P17612. inhibition, % at 6 µM;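 active means inhibition above the screen-wide mean inhibition plus 3 SD, cut at about 21% in these data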; further: many of its hits are not listed in these tables
# CatS inh: blocks human cathepsin S protease activity. P25774. recombinant cathepsin S, AMC dipeptide fluorescence, pooled mixtures. inhibition, %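 (tested at 5 µM per compound within 10-compound mixtures)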. hit rate 0.06% among 62,000; in the data active means inhibition above about 32%, passing the limit was not always enough; inconclusive means no clear call, values can overlap the other calls;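 further: 0% = enzyme without compound and 100% = blank without enzyme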
# Target sequence (P25774 115-331 limits assumed): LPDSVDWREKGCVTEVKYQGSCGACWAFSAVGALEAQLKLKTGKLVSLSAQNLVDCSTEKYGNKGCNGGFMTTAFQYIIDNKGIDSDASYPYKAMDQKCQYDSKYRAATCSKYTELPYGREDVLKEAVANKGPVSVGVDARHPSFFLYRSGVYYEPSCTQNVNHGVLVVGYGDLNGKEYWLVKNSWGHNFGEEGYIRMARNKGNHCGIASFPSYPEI
# * marks the source's active call; other numbers are inactive results; u = inconclusive; x = not tested or not shown.
SMILES,CatB inh,ROCK2 blocker,C1s inh,CatG inh,CatL inh,HER2 expr 66K,CatB mix inh,PKA inh,CatS inh
Cc1ccc2cc3c(NC(=O)CC(C)C)nn(C)c3nc2c1,-3,1,-10,-5,-1,100,4,2,1
COc1ccccc1N1CCN(C(=O)CN(Cc2ccc(Cl)cc2)S(C)(=O)=O)CC1,3,3,25,7,6,68,8,1,-2
CCOC(=O)N1CCN(C(=O)Cn2nc(-c3ccc(Cl)cc3)ccc2=O)CC1,2,5,-34,-6,9,78,-3,8,u
COc1ccc(C)cc1NC(=O)CSc1nnc(COc2ccccc2)n1Cc1ccco1,3,6,-18,2,8,85,2,-1,-20
CC(C)C(=O)Nc1ccc2c(c1)C(=O)N(CCC(=O)O)C2=O,-1,8,-16,8,-34,101,26,7,-6
CC(=O)N1CCN(Cc2ccc(Br)s2)CC1,x,5,1,2,-1,93,6,-6,-21
O=C(NCCCN1CCOCC1)c1ccc(CS(=O)(=O)Cc2ccccc2Cl)o1,9,4,3,9,17,101,-1,4,11
CCOC(=O)c1c(NC(=O)COC)sc(C(C)=O)c1C,-2,5,17,12,29,106,3,4,8
CC1CCN(CCCNC(=O)C2CC(=O)N(C3CCCCCC3)C2)CC1 (stereo not given),3,3,-11,5,11,90,-6,10,7
COc1ccc(C(C)=O)cc1CSc1nnc(C)s1,2,3,-1,11,10,108,2,9,3
CCOC(=O)N1CCN(C(=O)CCCn2c(=S)[nH]c3ccccc3c2=O)CC1,2,7,1,-1,7,120,0,8,5
C(=N\n1cnnc1)/c1ccc(N2CCOCC2)s1,2,x,13,9,4,56,0,11,7
CCc1cccc(NC(=O)CS(=O)Cc2nc(-c3ccc(C)cc3)oc2C)c1 (stereo not given),1,2,-2,7,-1,101,0,3,-4
O=C(NC1CC2CCCC(C1)N2C1CC1)NC12CC3CC(CC(C3)C1)C2 (stereo not given),4,4,10,10,11,116,13,12,0
CN1C(=O)C2(N=c3ccccc3=N2)c2ccccc21,-1,8,x,x,-2,50,x,5,x
O=C(Cc1ccccc1)Nn1cnc2ccccc21,-1,-1,15,10,x,83,3,0,-5
CCOC(=O)NC(Nc1nc2ccccc2s1)(C(=O)OCC)C(F)(F)F (stereo not given),5,1,1,-5,3,153,5,3,11
O=C(CSc1nnc(-c2cccs2)o1)N1CCc2ccccc21,3,-3,8,8,-3,94,4,-5,-5
O=C(c1ccco1)N1CCN=C1SCc1c(F)cccc1Cl,-1,4,-97,1,-4,55,-6,13,-12
Cc1cccc2cc(COC(=O)c3cccnc3)c(=O)[nH]c12,1,-1,10,5,4,73,2,-3,-1
COc1cccc(/C=c2\sc3nc(-c4cccs4)nn3c2=O)c1OC,3,-2,-8,-6,19,82,-2,1,12
O=C1CCCc2c1cc(C(=O)NCCCN1CCOCC1)c(=O)n2-c1ccc(Cl)cc1,8,5,12,14,-11,67,6,9,-4
COc1ccccc1/C=c1\sc2nc(-c3ccco3)nn2c1=O,-1,-3,1,5,-3,51,-1,-7,-11
CCOC(=O)Cc1csc(SCn2nnc3ccccc3c2=O)n1,4,x,9,11,-1,103,3,6,0

# 3 compounds drawn at random from those above:
SMILES,CatB inh,ROCK2 blocker,C1s inh,CatG inh,CatL inh,HER2 expr 66K,CatB mix inh,PKA inh,CatS inh
CCc1cccc(NC(=O)CS(=O)Cc2nc(-c3ccc(C)cc3)oc2C)c1 (stereo not given),1,2,-2,7,-1,101,0,3,-4
O=C(NC1CC2CCCC(C1)N2C1CC1)NC12CC3CC(CC(C3)C1)C2 (stereo not given),4,4,10,10,11,116,13,12,0
COc1cccc(/C=c2\sc3nc(-c4cccs4)nn3c2=O)c1OC,3,-2,-8,-6,19,82,-2,1,12

# Next records:
SMILES,CatB inh,ROCK2 blocker,C1s inh,CatG inh,CatL inh,HER2 expr 66K,CatB mix inh,PKA inh,CatS inh
Cc1cc(N2C3CCC2CC(O)(c2ccc(F)cc2)C3)nc(-c2ccccc2)n1 (stereo not given),1,-2,0,3,7,56,1,0,4
CC(C)Sc1nc2ccccc2n1CC(N)=O,-1,-1,0,3,27,84,-5,-5,7
CCC1Cc2c(nc3c4c(nc(N5CCOCC5)c(C#N)c24)NC(C)=N3)O1 (stereo not given),-1,4,-10,19,2,84,22,0,13
Cc1cc(C)cc(NCC(=O)Nc2c(C)cccc2C)c1,2,4,1,12,9,87,-6,7,9
CCOC(=O)CSc1nc(-c2ccc(OC)cc2)ns1,5,5,-80,5,15,74,-4,9,-5
Cc1noc(/C=C/N(C)C)c1S(=O)(=O)N1CCCC(C(=O)NC2CCCCC2)C1 (stereo not given),-2,2,4,5,-11,87,-3,-1,0
Nc1nc(CSc2nc3ccccc3[nH]2)cs1,1,4,-14,5,-5,90,-7,6,-1
COc1ccc(N2CCN(c3cc(C)c4ccc(O)cc4n3)CC2)cc1,0,-3,3,-1,x,97,0,-10,-1
CCOc1ccc(-c2nnc(-c3ccco3)o2)cc1OCC,1,-1,0,10,4,79,3,-2,0
COc1ccc(NS(=O)(=O)c2ccc(OC)c3ccccc23)cn1,2,5,-15,9,30,72,2,2,1
COC(=O)c1cc(OC)c(OC)c(OC)c1NC(=O)c1ccc(S(=O)(=O)N(C)C)cc1,1,-1,8,-4,x,59,-1,-7,-8
CCCCCn1c(SCCOCC)nc2c1c(=O)[nH]c(=O)n2C,4,0,1,11,9,57,0,-4,9
COc1cc(C(=O)N2CCN(c3ccc(C)cc3C)CC2)cc(OC)c1OC,11,-3,14,6,2,76,2,-1,-6
CCOC(=O)C1CCN(C(=O)CCn2c(=O)[nH]c3ccsc3c2=O)CC1,7,x,16,11,x,77,2,8,-4
CCCCCCn1c(N2CCC(C)CC2)nc2c1c(=O)[nH]c(=O)n2C,2,2,-5,6,-10,100,-7,4,7
O=c1n(-c2cccc(Cl)c2)c(=O)n2n1CCC2,1,-1,-10,-3,-8,97,5,4,-2
CC(C)CN(CC(C)C)c1nc(N)c(C#N)c(CC#N)c1C#N,3,0,12,11,-5,104,4,5,-2
CCOC(=O)c1nn(-c2ccccc2)c(=O)c2c(N)scc12,5,x,9,8,-1,x,4,0,-8
CC1Cc2ccccc2N1C(=O)CCNS(=O)(=O)c1ccc2c(c1)CCC(=O)N2 (stereo not given),-8,-2,25,46,-9,112,5,5,-7
CCn1c(SCC(=O)OC2CCCCC2)nc2ccccc2c1=O,-1,5,18,10,-14,96,5,0,-1
Cc1ccccc1Nc1nc(N)nc(COC(=O)CCS(=O)(=O)c2ccccc2)n1,1,3,-11,10,23,102,3,4,7
CCOC(=O)C1CCN(C(=O)CSc2n[nH]c(=O)[nH]c2=O)CC1,-3,4,8,3,7,62,5,7,-1
Cn1c(NC(=O)CC(C)(C)C)cc(=O)n(C)c1=O,-3,4,20,11,-12,114,5,6,-1
Cc1nc2ccc(S(=O)(=O)NC(C(=O)N3CCCC3)C(C)C)cc2s1 (stereo not given),2,2,-7,2,5,110,-1,6,16
Cc1cc(C)cc(N(CC(=O)N2CCC(C)CC2)S(C)(=O)=O)c1,-1,6,-16,-2,-4,88,0,7,-4
Cn1cc(SCC(=O)Nc2ccc3c(c2)OCO3)c2ccccc21,0,3,-12,5,-4,81,3,6,-1
COc1ccc(C(=O)Nc2cccnc2)cc1S(=O)(=O)N1CCOCC1,3,7,5,11,-5,99,13,6,6
CCOc1ccc(N2Cc3ccccc3C2)cc1,-1,2,-8,10,12,125,-9,3,6
COc1ccccc1-c1nc(C#N)c(N2CCN(c3cccc(Cl)c3)CC2)o1,-2,8,-11,-5,-17,115,-2,10,-6
O=C(Nc1ccccc1C(=O)N1CCN(c2ccccc2)CC1)c1ccco1,6,5,-13,-1,0,130,7,5,17
CCOc1ccc(NC(=O)Nc2ccc3c(c2)nnn3C)cc1,0,2,14,12,3,62,3,-1,0
COC(=O)C1C(=O)C2=C(CC1C)NC(=O)CC2c1ccc(O)c(OC)c1 (stereo not given),0,3,-25,-13,-7,96,-3,5,-8
Cc1ccc(C(C(=O)NC(C)(C)C)N(CC2CCCO2)C(=O)Cn2nnc(-c3ccc(C)o3)n2)cc1 (stereo not given),2,0,2,-3,x,97,43,0,3
CN1CCN(c2ncnc3c2sc2nc(N4CCOCC4)c4c(c23)CCC4)CC1,5,x,-13,0,7,x,3,10,17
COc1ccc(-n2c(SCC(=O)Nc3nccs3)nc3sc4c(c3c2=O)CCN(C)C4)cc1,1,x,5,5,x,77,-3,8,7
CCn1cc(C(=O)OCc2ccccc2)c(=O)c2ccc(C)nc21,0,6,0,-2,-6,81,3,8,-3
COCCN1C(=O)C(=O)/C(=C(/O)c2cccc(OC)c2)C1c1ccncc1 (stereo not given),-2,x,-12,20,30,46,0,8,9
Cc1ccc(OCC(O)CNS(=O)(=O)c2ccccc2C(=O)O)cc1 (stereo not given),0,9,x,x,30,104,x,6,x
COc1cc(-c2nn3c(-c4ccccc4)nnc3s2)cc(OC)c1OC,3,1,-5,2,7,66,7,-6,21
CCOC(=O)c1ccccc1NC(=O)c1ccccc1N(C)S(C)(=O)=O,2,4,-9,-1,x,106,5,2,17
CN(C)c1nc(N)nc(CSc2n[nH]c(-c3ccccc3)n2)n1,3,8,3,9,x,112,-2,11,1
COc1cccc(C2=NO[C@@H]3C(=O)N(Cc4ccccc4)C(=O)[C@H]23)c1OC,-5,2,4,0,-12,72,2,2,-6
COCC(=O)N(CCc1ccc(OC)cc1)Cc1nc2ccccc2c(=O)[nH]1,-1,1,8,7,11,90,4,1,12
COCCNC(=O)Cn1nc(-c2ccccc2OC)ccc1=O,3,1,12,13,11,126,-1,1,9
Cc1nc(SCC(=O)NCc2ccc3c(c2)OCO3)c(C#N)c2c1CCCC2,3,-3,5,6,-9,72,4,4,1
COc1ccc(Cl)cc1NC(=O)N1CCN(CCc2ccccc2)CC1,2,8,0,12,3,96,5,10,4
CCCN1Cc2cccc(C(=O)NCc3cccs3)c2C1=O,4,-3,-8,-2,4,105,2,8,-1
COc1ccc(C2C(C(=O)c3cccs3)=C(O)C(=O)N2c2nncs2)cc1 (stereo not given),0,x,13,22*,-3,70,2,4,11
O=S(=O)(/N=C(/Nc1cc(N2CCOCC2)ncn1)c1ccc(F)cc1)c1ccccc1,10,5,-17,-11,-2,67,4,7,15
COc1ccc(-c2noc(CCCC(=O)NCCc3ccccc3)n2)cc1OC,0,10,14,9,-6,93,-1,15,1
Cc1ccc(NC(=O)C2CCN(S(=O)(=O)c3c(C)n[nH]c3C)CC2)nc1,-1,3,-111,-10,-2,88,-6,7,-16
CCCC(=O)Nc1ccc(C(=O)Nc2nnc(COC)s2)cc1,4,-11,16,9,x,117,6,-2,-6
O=C(CN(C(=O)CCC(=O)Nc1nccs1)c1ccccc1F)NCC1CCCO1 (stereo not given),6,4,13,9,6,77,3,3,-14
CCCN1CCN(CCCNC(=O)C2CCCN(c3nnc(-n4cccc4)s3)C2)CC1 (stereo not given),5,3,17,13,11,90,-6,3,6
COc1ccc(C)cc1S(=O)(=O)N(CC(=O)O)c1ccc(C)cc1,-3,4,-67,-3,1,136,1,4,10
O=C(COc1cccc(Oc2ccccc2)c1)Nc1ncccn1,2,5,6,10,12,75,1,7,12
COc1cccc(N(CC(=O)NCc2cccnc2)S(C)(=O)=O)c1,2,1,-138,-12,16,103,-1,-4,5
O=C(O)C1CC=C(Cl)CC1C(=O)NCc1ccccc1 (stereo not given),6,-1,18,13,5,111,5,1,2
COCCNC(=O)c1ccccc1NC(=O)C1COc2ccccc2O1 (stereo not given),4,x,4,7,16,106,3,5,17
Cc1cc2c(=O)n(C)c(SCC(=O)c3cc4ccccc4o3)nc2s1,-1,3,6,2,24,91,7,5,11
COc1ccccc1CNC(=O)COc1ccccc1OC,4,6,-4,8,x,93,1,7,-3

# A portion of the library; count on the stated rates, not on these rows.
